# BAZ2B block = qHTS Assay for Inhibitors of BAZ2B; AlphaScreen BAZ2B-H3K14Ac peptide displacement; Potency, µM (titrated, usually from 114 µM), without a hit: at the top dose activity change, negative = inhibition, hits mostly inhibitors; 360,000 compounds, 4.4% hits; AID 504333, 2011; also: % is scaled to controls: 0 for no effect and ±100 for the full control effect; nearly all actives have a fitted effect of over 60% in size
#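 Inhibition is scored as reduced AlphaScreen emission. The BAZ2B/b-H3(5-23)K14Ac complex (50 nM each) in PBS pH 7.4, 0.01% Tween-20 meets compound (up to 110 uM) for 30 min at RT before bead addition.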
# BLM helicase inh = qHTS Assay for Inhibitors of Bloom's syndrome helicase (BLM); 350,000 compounds, 0.2% hits; recombinant BLM DNA unwinding, fluorescence dequenching; Potency, µM (top dose mostly 56.1 µM), inactives show top-dose activity change, negative = inhibition, actives largely listed as inhibitors; RecQ-like DNA helicase BLM (Homo sapiens), P54132;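 also: plate controls were vehicle for no effect and no enzyme for full effect; nearly all actives have a fitted effect of over 35% in size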
# Anesthetic bind = qHTS Assay for Identification of Novel General Anesthetics; Ferritin light chain (Equus caballus), P02791; apoferritin/1-aminoanthracene competitive binding, fluorescence; Potency, µM (highest dose often 77.5 µM), without a hit: at the top dose activity change, negative = displacement, hits mostly inhibitors; 350,000 compounds, 0.074% hits; also: % is scaled to controls: 0 for no effect and ±100 for the full control effect; nearly all actives have a fitted effect of over 20% in size
#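 Steps: apoferritin (10 uM) was premixed with half-saturated 1-AMA in PBS, compounds were pin-transferred, plates stood 10 min at room temperature, fluorescence was read at 380/535 nm, and curves were fitted with a Hill equation.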
# G9a inh = qHTS Assay for Inhibitors of Histone Lysine Methyltransferase G9a | G9a H3K9 monomethylation, AlphaScreen, 2 h | 350,000 compounds, 8.8% hits | Potency, µM (top dose mostly 102 µM), inactives show at the highest dose activity, negative = inhibition, actives largely listed as inhibitors | Histone-lysine N-methyltransferase EHMT2 (Homo sapiens), Q96KQ7; also: % is scaled to controls: 0 for no effect and ±100 for the full control effect; nearly all actives have a fitted effect of over 75% in size
#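 Enzyme 20 nM + cpd, 15 min RT; add b-H3K9 pep 500 nM / SAM 20 uM; 2 h RT; anti-H3K9me1 Ab 0.5 ug/mL + SA donor / anti-rabbit acceptor beads 20 ug/mL each, 10 min; AlphaScreen read.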
# APEX1 inh = qHTS Assay for Inhibitors of the Human Apurinic/apyrimidinic Endonuclease 1 (APE1); 350,000 compounds, 0.35% hits; DNA repair nuclease/redox regulator APEX1 (Homo sapiens), P27695; recombinant APE1, TAMRA/BHQ-2 abasic DNA cleavage fluorescence; AID 2517, 2012; Potency, µM (titrated, usually from 65.8 µM), inactives show at the highest dose activity change, negative = inhibition, actives largely listed as inhibitors;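 also: plate controls were vehicle for no effect and reference inhibitor for full effect; nearly all actives have a fitted effect of over 55% in size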
#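 Endonuclease cleavage of a quenched abasic-site DNA duplex (50 nM) by APE1 (0.75 nM) was tracked by TAMRA dequenching. Compounds were preincubated with enzyme 15 min at room temperature; data normalized to buffer-only and DMSO wells plus NSC13755 control.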
# POLH inh = qHTS for Inhibitors of Polymerase Eta; DNA polymerase eta (Homo sapiens), Q9Y253; recombinant Pol eta, fluorescent DNA replication assay; Potency, µM (series often up to 114 µM), inactives show at the highest dose activity change, negative = inhibition, usual class: inhibitors; 390,000 compounds, 1.2% hits; also: % is scaled to controls: 0 for no effect and ±100 for the full control effect
#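 Fluorescent replication assay: 50 nM final substrate added after a 15 min room-temperature compound preincubation with 10 nM enzyme. Signal taken at 0 min and again at 10 min.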
# POLK inh = qHTS for Inhibitors of Polymerase Kappa; DNA polymerase kappa (Homo sapiens), Q9UBT6; purified Pol kappa, fluorescent DNA synthesis assay, 10 min; Potency, µM (top dose mostly 107 µM), for inactives: top-dose activity, negative = inhibition, most hits filed as inhibitors; 400,000 compounds, 0.53% hits; also: % is scaled to controls: 0 for no effect and ±100 for the full control effect
#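 Inhibition of 10 nM Pol kappa is measured by a fluorescent read-out at 0 and 10 min following addition of 50 nM substrate (final), with a 15-min room-temperature compound preincubation.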
# Pol iota inh = qHTS for Inhibitors of Polymerase Iota. Pol iota fluorescent replication assay, 10 min. Potency, µM (titrated, usually from 115 µM), for the others: top-dose activity, negative = inhibition, most hits filed as inhibitors. 390,000 compounds, 1% hits. AID 588590, 2011
#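 Fluorescent replication assay read twice, at 0 min and 10 min after adding 50 nM (final) substrate. Enzyme (10 nM) and compounds were first incubated 15 min at room temperature; enzyme-free buffer wells were negative controls.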
# Pol beta inh = qHTS Assay for Inhibitors of DNA Polymerase Beta; 340,000 compounds, 1.3% hits; P06746; Potency, µM (series often up to 114 µM), without a hit: at the top dose activity change, negative = inhibition, most hits filed as inhibitors; Pol beta primer extension/strand displacement, fluorescence kinetic; also: % is scaled to controls: 0 for no effect and ±100 for the full control effect
#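 Enzyme-only controls used 10 nM Pol beta; buffer lacking enzyme served as negative control. Compound preincubated 15 min, then 50 nM substrate added; 0 and 10 min reads at room temperature.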
# Numbers without * were called inactive; ? = inconclusive; / = no result given; & = joins results of further samples; [ ] = remark or other dose. Calls follow the shape of the dose curve; as a rule, active = well fitted curve in the direction sought with a large enough effect; inconclusive = small, poorly fitted or top-dose-only effect, or another doubt; inactive = no such curve, though single readings can be large; an effect the other way counts as inactive or inconclusive. Potency is read from the fitted curve at half-maximal effect.
# Values run as follows: BAZ2B block	BLM helicase inh	Anesthetic bind	G9a inh	APEX1 inh	POLH inh	POLK inh	Pol iota inh	Pol beta inh
COc1ccc(S(=O)(=O)Cc2ccc(C(=O)NC3CCCC3)o2)cc1
  -5%	-5%	-6%	-9%	10%	-11%	-22%	28%	23%
COc1ccc(N(CC(=O)NC2CCCC2)C(=O)Cn2nnc(-c3ccc(F)cc3)n2)cc1OC
  11%	-3%	-7%	0%	?	0%	-14%	9%	15%
CCOc1ccc(CCNC(=O)CCCN2C(=O)c3ccccc3C2=O)cc1OCC
  5%	1%	-15%	10%[12.7 µM]	0%	-5%	-5%	14%	30%
CN1CCN(c2ccccc2NC(=S)NC(=O)c2cc3ccccc3o2)CC1
  13%	3%	-1%	/	10%	-12%	1%	17%	7%
O=C(/C(=N\Nc1ccc(Br)cc1)Sc1nnnn1-c1ccccc1)c1ccccc1
  ?	0%	-20%	-3%[59 µM]	14%	-8%	-12%	1%	16%
Cc1n[nH]c(C)c1S(=O)(=O)N1CCC(C(=O)N2CCn3c2nc2ccccc23)CC1
  -33%	0%	-14%	0%[59 µM]	-7%	4%	-4%	-10%	18%
COc1cc2c(cc1OC)CN(C(=O)Nc1ccccc1Cl)CC2
  3%	-6%	-3%	-6%	44%	-9%	-14%	41%[activator]	?
O=C(O)Cc1nc2nc3c(c(=O)n2[nH]1)CCCC3
  -3%	1%	-6%	?	1%	-3%	-17%	3%	-23%
COc1ccc(C(=O)C2CCCN(S(=O)(=O)C(C)C)C2)c(C)c1 (configuration not stated)
  12%	-2%	-14%	6%[0.501 µM]	13%	-19%	-24%	14%	30%
Cc1ccc2occ(-c3nn[nH]n3)c(=O)c2c1
  50µM*	-3%	-11%	?	-3%	-8%	-9%[60.1 µM]	-15%	13%
Cc1ccc2nc(NC(=O)c3ccc(S(=O)(=O)N4CCCc5ccccc54)cc3)sc2c1
  -7%&13%	0%&1%	-16%&-11%	8%&4%[59 µM]	?	-13%&-5%	-3%[60.1 µM]	14%&181%	6%&35%
CCOc1nc2cccc(C(=O)OC(C)OC(=O)OC3CCCCC3)c2n1Cc1ccc(-c2ccccc2-c2nn[nH]n2)cc1 (configuration not stated)
  /	-18%	-14%	-6%[2.33 µM]	6%	/	?	/	/
Cc1ccnc(SCc2cc(=O)c(OC(=O)c3cc([N+](=O)[O-])ccc3Cl)co2)n1
  -36%	-2%	-7%	?	-4%	-2%	7%	-9%	3%
Cc1cc(C)cc(N2C(=O)CC(Sc3ccccc3C(=O)O)C2=O)c1 (configuration not stated)
  -12%	-5%	-11%	?	-5%	-10%	-4%	130%[activator]	-10%
CC(NC(=O)C1(C)CC1(Br)Br)C(C)(C)C (configuration not stated)
  4%	-1%	-12%	-6%	-2%	10%	-7%	?	30%
CC(Sc1nnc(C2CC2)n1C1CC1)C(=O)N(C)C1(C#N)CCCCC1 (configuration not stated)
  11%	/	/	-4%[59 µM]	2%	-8%	-6%	0%	/
OCCC1CN(Cc2ccc3nsnc3c2)CCN1C1CCCCC1 (configuration not stated)
  -1%	0%	-11%	2%	-1%	-16%	3%	8%	0%
O=C(NCc1ccccc1OC(F)(F)F)C1CCC(=O)N(Cc2cccc(F)c2)C1 (configuration not stated)
  -1%	2%	-11%	/	6%	-15%	-15%	20%	107%
O=C(CSc1nccc(=O)[nH]1)Nc1ccc(S(=O)(=O)N2CCOCC2)cc1
  2%	1%	5%	14%[59 µM]	3%	7%	-1%	-9%	0%
CCC(C(=O)Nc1cc(-c2cn3cccnc3n2)ccc1C)c1ccccc1 (configuration not stated)
  3%	-10%	-18%	8%[59 µM]	/	13%	0%[60.1 µM]	-23%	40µM*

# Some of the entries so far, with each value named:
CCOc1nc2cccc(C(=O)OC(C)OC(=O)OC3CCCCC3)c2n1Cc1ccc(-c2ccccc2-c2nn[nH]n2)cc1 (configuration not stated)
  BAZ2B block = / | BLM helicase inh = -18% | Anesthetic bind = -14% | G9a inh = -6%[2.33 µM] | APEX1 inh = 6% | POLH inh = / | POLK inh = ? | Pol iota inh = / | Pol beta inh = /

Cc1ccnc(SCc2cc(=O)c(OC(=O)c3cc([N+](=O)[O-])ccc3Cl)co2)n1
  BAZ2B block = -36% | BLM helicase inh = -2% | Anesthetic bind = -7% | G9a inh = ? | APEX1 inh = -4% | POLH inh = -2% | POLK inh = 7% | Pol iota inh = -9% | Pol beta inh = 3%

Cc1cc(C)cc(N2C(=O)CC(Sc3ccccc3C(=O)O)C2=O)c1 (configuration not stated)
  BAZ2B block = -12% | BLM helicase inh = -5% | Anesthetic bind = -11% | G9a inh = ? | APEX1 inh = -5% | POLH inh = -10% | POLK inh = -4% | Pol iota inh = 130%[activator] | Pol beta inh = -10%

# Additional structures
# Values run as follows: BAZ2B block	BLM helicase inh	Anesthetic bind	G9a inh	APEX1 inh	POLH inh	POLK inh	Pol iota inh	Pol beta inh
O=C(CSc1nc2c(c(=O)[nH]1)CCC2)Nc1cccc(F)c1
  4%	2%	-9%	9%[59 µM]	14%[12.4 µM]	-6%	2%	-4%	4%
COc1ccc(C(=O)NC2CCCCCC2)cc1S(=O)(=O)N1CCOCC1
  -2%	-1%	0%	13%	22%	-14%	-6%	-4%	23%
O=C(c1ccc(N2CCNCC2)cc1)c1cccnc1
  -1%	-6%	-17%	6%[59 µM]	3%	-5%	-7%	-2%	31%
CCCCN1C(=O)/C(=C(/C#N)C(N)=O)c2ccccc21
  -35%	1%	2%	-12%[59 µM]	10%	-8%	1%	15%	1%
CC(=O)Nc1ccc(NC(=O)/C(Cl)=C/c2ccccc2)cc1
  -13%	-2%	4%	-23%[59 µM]	?	-19%	-3%	12%	0%
CC(=O)c1cccc(NC(=O)C2CCN(S(=O)(=O)c3cccs3)CC2)c1
  ?	-2%	?	0%	-1%	-19%	-4%	-2%	8%
CC1CN/C(=C\C(=O)c2ccc(Cl)cc2)C(=O)N1 (configuration not stated)
  8%	3%	3%	-8%[59 µM]	6%	-12%	-4%	-2%	-2%
Cc1cccc(NC(=O)[C@@H](NC(=O)[C@@H]2Cc3ccccc3CN2)C(C)C)c1
  -17%	2%	-5%	?	58%[activator]	-4%	10%	32%[activator]	7%
Cc1ccc(CN2CCN(C/C=C/c3ccc(F)cc3)CC2CCO)o1 (configuration not stated)
  -30%	-3%	7%	-12%	6%	-8%	1%	?	3%
CCOC(=O)c1ccc(S(=O)(=O)NCC(C)(C)N2CCOCC2)cc1
  3%	-4%	-7%	?	?	-12%	-6%	15%	4%
Cc1ccc(C(=O)C[n+]2cccc(C(N)=O)c2)cc1
  1%	3%	2%	-28%	1%	2%	-13%	35%[activator]	-8%
CNC(=O)CSc1cnc2ccccc2n1
  -17%	-2%	-4%	-28%	-6%	-16%	2%	-9%	33%
CCC(C)(C)NC(=O)CCCSc1nc2ccccc2[nH]1
  5%	-1%	1%	0%[12.7 µM]	-4%	?	5%	24%	9%
COc1ccc(OC)c(NC(=O)CN2C(=O)CSc3ccc(S(=O)(=O)N4CCCC4)cc32)c1
  -29%	-4%	-13%	2%[59 µM]	61%[activator]	-26%	1%	39%[activator]	-21%
O=C(CC(c1ccccc1)c1ccccc1O)NCCN1CCOCC1 (configuration not stated)
  -32%	-3%	-9%	-5%	1%	-7%	-4%	9%	24%
S=C(N/N=C/c1ccccc1)N1CCOCC1
  ?	5%	-12%	?	14%	-17%	-11%	16%	56%
COc1ccc(CNC(=O)c2oc3c(c2C)-c2nn(Cc4ccc(Cl)cc4)cc2CC3)cc1
  -14%	0%	5%	3%[59 µM]	/	-8%	7%	16%	0%
Cc1ccc(C)c(NC(=O)CSc2nccn2-c2cccc(C)c2C)c1
  10µM*	-9%	0%	18µM*	/	-10%	-6%[60.1 µM]	-1%	1%
CCC(=O)OC1=C(C(C)=O)N(Cc2ccccc2)S(=O)(=O)c2ccccc21
  -30%	-4%	-16%	?	/	-14%	-6%	1%	3%
NC(=O)c1ccsc1NC(=O)COC(=O)Cc1cccc2ccccc12
  ?	-10%	-16%	?	-4%	?	-22%	-5%	-2%
Cc1ccc(C)c(OCCC(=O)OCC(=O)NC(=O)NCc2ccccc2)c1
  0%	/	/	-14%	17%	-5%	-2%	25%	/
O=C(CN1CCN(c2ccccc2O)CC1)NC(c1ccccc1)c1ccccc1
  -38%	0%	-20%	12%[59 µM]	-1%	-15%	0%	15%	11%
Cc1ccnc(NS(=O)(=O)c2ccc(Cl)nc2)c1
  -2%	-1%	6%	14%	5%	-5%	-2%	49%[activator]	11%
COCC(C)N1CCC(n2nccc2NC(=O)CCOc2ccccc2)CC1 (configuration not stated)
  0%	0%	-6%	37%	24%	-14%	-2%	9%	-2%
Cc1ccc(Nc2c([N+](=O)[O-])c(=O)n(C)c3ccccc23)cc1C
  ?	-7%	-3%	-37%[12.7 µM]	10%	-4%	-17%	35%[activator]	-2%
CCOC(=O)c1nn(C23CC4CC(CC(C4)C2)C3)c2c1C(=O)N(c1ccc(C)cc1)C2=O
  -8%	0%	-14%	/	4%	-20%	-16%	-2%	4%
Cc1ccc(CNC(=O)c2cn(C3CCCC3)c(=O)c3c2c2ccccc2n3C)o1
  56µM*	-1%	-19%	11µM*	-8%	/	/	/	17%
COc1cc(OC)c(Cl)cc1N
  /	0%	-22%	?	-1%	5%	6%	6%	21%
CCOC(=O)c1c(C)n(C)c2ccc(OCC(O)CN3CCC(C)CC3)cc12 (configuration not stated)
  -4%	3%	-15%	?	17%	-11%	2%	0%	17%
Cc1cccc(OCC(=O)NNC(=O)C2CCCCC2C(=O)O)c1 (configuration not stated)
  3%	-8%	-21%	3%	3%	-7%	2%	5%	5%
O=C(C[C@@H]1C/C=C\C[C@H](NC(=O)OCC2c3ccccc3-c3ccccc32)C(=O)O[C@H](c2ccccc2)CNC1=O)NCCO
  /	/	/	/	-20%	-13%	-9%	-17%	/

# Compound activity deposited in PubChem by National Center for Advancing Translational Sciences (NCATS).

# Only part of the results is shown, so the mix of outcomes need not match the whole.
